# FN deposition inh: fibronectin deposition inhibition; inhibition, % at 12.6 µM; 0.086% of 350,000 active; AH1F fibroblasts, Alexa488-fibronectin deposition fluorescence, overnight;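 active means mean inhibition across replicates of 30% or more, regardless of how many single replicates reach that level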;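 further: positive control wells lacked labelled fibronectin entirely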
#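 Assay system: AH1F fibroblasts assembling fluorescent fibronectin matrix; Amount: 10000 AH1F cells per well; Buffer or medium: DMEM, 2% serum; Probe or stimulus: Alexa488-fibronectin, 24 nM final in well; Doses: single compound dose, delivered by pin transfer; Incubation: 1 h adhesion, overnight exposure; Measured by: fluorescence 485/525 nm; Read-out: fibronectin deposition inhibition.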
# Xi reactivation: reactivates the inactive X chromosome in mouse fibroblasts; XiGFP mouse fibroblasts, % GFP-positive cells imaging, 3 d; cells co-treated with 5-aza-dC sensitizer; scaled so ellipticine positive control = 100%; activation, % at 7.58 µM; 0.055% of 360,000 active; AID 743238;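 active means mean normalized replicate activation at least 10% and every replicate at or above 10%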;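 further: 0% = median of on-plate neutral control wells and 100% = ellipticine 6 µM median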
#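 System: SV40-immortalized XiGFP fibroblast cells, line 68-5-11 / Incubation: 3-day compound exposure, then 15 min fixation at room temperature / Compound: single concentration per compound, delivered by pin transfer / Buffer or medium: DMEM plus 5-aza-dC sensitizer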
# RAD52 anneal inh: inhibitors of human RAD52 DNA annealing; P43351; recombinant RAD52 DNA annealing, FRET fluorescence; inhibition, % at 18.7 µM; 0.46% of 360,000 active;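 active means every replicate showing at least 50% inhibition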
# Target sequence (P43351 whole entry, looked up): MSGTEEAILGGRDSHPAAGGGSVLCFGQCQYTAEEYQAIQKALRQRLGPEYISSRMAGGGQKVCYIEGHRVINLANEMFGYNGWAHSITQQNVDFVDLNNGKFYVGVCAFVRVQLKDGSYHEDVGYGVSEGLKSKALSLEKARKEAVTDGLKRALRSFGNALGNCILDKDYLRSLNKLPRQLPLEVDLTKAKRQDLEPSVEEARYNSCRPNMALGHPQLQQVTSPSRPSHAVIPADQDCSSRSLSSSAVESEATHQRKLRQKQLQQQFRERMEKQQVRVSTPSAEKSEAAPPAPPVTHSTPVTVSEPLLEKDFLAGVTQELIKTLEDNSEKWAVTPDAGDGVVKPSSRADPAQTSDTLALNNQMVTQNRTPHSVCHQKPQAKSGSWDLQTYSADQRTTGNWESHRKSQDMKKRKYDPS
# EWS-Fli inh: blocks EWS/Fli oncoprotein-driven transcription. A673 NR0B1-luciferase reporter, viability-normalised. inhibition, % at 12.6 µM. 0.67% of 350,000 active;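 active means mean inhibition of at least 50% after viability correction, with every replicate also passing that limit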;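 further: firefly luciferase signal divided by Alamar Blue viability fluorescence both relative to DMSO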
# S100A4 inh HTS: inhibitors of human S100A4 binding to myosin IIA peptide. P26447. S100A4/TAMRA-MyoIIA peptide fluorescence polarization. inhibition, % at 10.7 µM. 0.14% of 360,000 active. AID 652163;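 active means mean inhibition of at least 70% across replicates, with every replicate also reaching that level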
# Target sequence (P26447 whole entry, looked up): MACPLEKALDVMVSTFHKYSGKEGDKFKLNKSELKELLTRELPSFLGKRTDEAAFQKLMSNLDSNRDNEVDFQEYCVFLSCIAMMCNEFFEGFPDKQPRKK
#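 Compound dosing: one dose per compound; test system: human S100A4 monomer with TAMRA-labelled myosin IIA peptide; probe or stimulus: TAMRA-labelled myosin IIA heavy-chain peptide probe, 5 nM; medium: HEPES buffer with Ca2+, pH 7.2; schedule: 5 min incubation before reading; benchmarks: neutral control DMSO, positive control TFP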
# RAD54 branch: RAD54 (human) branch migration inhibition. AID 602329. Q92698. RAD54 Holliday junction branch migration, FAM/BHQ fluorescence. inhibition, % at 10.4 µM. 0.14% of 360,000 active;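 active means mean normalized replicate activity at least 40 and at least half of replicates scoring 40 or more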;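 further: 0% = median of neutral control wells and 100% = median of positive control wells; inhibitors cause a drop in the FAM fluorescence signal; in these data hits start at about 50%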
# E-sel inducer: E-selectin induction on HUVECs; 0.37% of 260,000 active; HUVEC E-selectin immunofluorescence imaging; normalized: neutral wells 0, TNF-alpha wells 100; AID 686992; P16581; activation, % at 7.58 µM;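 active means mean E-selectin-positive cell signal at least 10% of the positive control, reached in at least 60% of replicates, without over 20% cell loss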;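 further: in these data hits start at about 27%; measured in HUVEC primary endothelial cells; signal is the percent of cells scored E-selectin positive by PE staining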
#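 Test system – human umbilical vein endothelial cells (HUVEC), E-selectin induction · Input – 3,000 HUVEC seeded per well · Buffer or medium – EGM-2, gelatin · Compound dosing – single-point compound dose · Detection – immunofluorescence imaging · Measure – percent E-selectin-positive cells · Controls – TNF-alpha high, DMSO low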
# esBAF inh: blocks esBAF chromatin remodeling in mouse ES cells | Bmi1-luciferase knock-in reporter, 24 h; 100% = twice the neutral-well signal | 2% of 350,000 active | reporter increase, % at 12.5 µM | AID 602393; in the data active means activation above about 40%;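 further: 0% = median of the plate's neutral control wells and 100% = double that signal; a rise in the Bmi1 reporter signal indicates esBAF inhibition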
# Starred values were filed as active, the others as inactive; · = no result given. Random draw from the library. About 3% of those tested had a hit in this group.
SMILES,FN deposition inh,Xi reactivation,RAD52 anneal inh,EWS-Fli inh,S100A4 inh HTS,RAD54 branch,E-sel inducer,esBAF inh
CCCNC(=O)N(C)C[C@@H]1Oc2ncc(C#C[C@H](C)O)cc2C(=O)N([C@H](C)CO)C[C@H]1C,-3,0.2,-3,-2,-2,1,-0.1,-2
Cc1ccc(C)c(N2CCN(S(=O)(=O)c3ccc4c(c3)CC(C)N4C(=O)C3CC3)CC2)c1 (stereo not given),-1,0.0,-13,4,-6,-11,-0.6,0
C/C=C/c1ccc([C@H]2[C@@H](CO)N(C(=O)CN(C)C)[C@@H]2CNC(=O)CC)cc1,-12,0.4,-14,·,7,·,-0.1,·
CSc1nc2ccc3nc(NC(=O)c4ccccc4)sc3c2s1,11,0.1,-105,-74,8,-3,-0.2,50*
C[C@H]1CN([C@@H](C)CO)C(=O)c2cc(NC(=O)Nc3ccc(F)cc3)ccc2O[C@@H]1CN(C)C(=O)NC1CCCCC1,·,1.0,-13,-8,2,10,0.2,6
CC/C=C(\NC(C)=O)c1ccccc1,4,-0.3,-12,-9,-4,-9,0.0,6
CCCC(=O)Nc1ccc2c(c1)OC[C@@H](C)N(C(=O)c1ccccn1)C[C@H](C)[C@H](OC)CN(C)C2=O,9,0.0,6,2,-4,4,-0.2,-4
C/C=C/c1ccc2c(c1)O[C@H](CN(C)C(=O)c1ccc(F)cc1)[C@H](C)CN([C@@H](C)CO)S2(=O)=O,-6,-0.3,12,-4,3,-5,0.3,-3
COc1ccc(-c2noc(CCC(=O)NC3CCCCCC3)n2)cc1OC,-3,0.0,4,-11,-7,-5,-0.2,8
c1coc(CN2CNc3nc4ccccc4n3C2)c1,4,0.0,-30,10,3,·,·,·
COc1ccc(N(CC(=O)N/N=C/c2cccnc2)S(=O)(=O)c2ccccc2)c(OC)c1,·,0.0,-13,·,-4,-3,-0.4,-8
CCOC(=O)C1=C(C)N(CC)C(=S)NC1c1ccccc1OC(F)F (stereo not given),0,0.0,-4,7,-4,·,0.2,·

# Some of these compounds in order of molar mass, high to low:
SMILES,FN deposition inh,Xi reactivation,RAD52 anneal inh,EWS-Fli inh,S100A4 inh HTS,RAD54 branch,E-sel inducer,esBAF inh
C[C@H]1CN([C@@H](C)CO)C(=O)c2cc(NC(=O)Nc3ccc(F)cc3)ccc2O[C@@H]1CN(C)C(=O)NC1CCCCC1,·,1.0,-13,-8,2,10,0.2,6
CCCC(=O)Nc1ccc2c(c1)OC[C@@H](C)N(C(=O)c1ccccn1)C[C@H](C)[C@H](OC)CN(C)C2=O,9,0.0,6,2,-4,4,-0.2,-4
C/C=C/c1ccc2c(c1)O[C@H](CN(C)C(=O)c1ccc(F)cc1)[C@H](C)CN([C@@H](C)CO)S2(=O)=O,-6,-0.3,12,-4,3,-5,0.3,-3
COc1ccc(N(CC(=O)N/N=C/c2cccnc2)S(=O)(=O)c2ccccc2)c(OC)c1,·,0.0,-13,·,-4,-3,-0.4,-8
Cc1ccc(C)c(N2CCN(S(=O)(=O)c3ccc4c(c3)CC(C)N4C(=O)C3CC3)CC2)c1 (stereo not given),-1,0.0,-13,4,-6,-11,-0.6,0
CCCNC(=O)N(C)C[C@@H]1Oc2ncc(C#C[C@H](C)O)cc2C(=O)N([C@H](C)CO)C[C@H]1C,-3,0.2,-3,-2,-2,1,-0.1,-2
COc1ccc(-c2noc(CCC(=O)NC3CCCCCC3)n2)cc1OC,-3,0.0,4,-11,-7,-5,-0.2,8
CCOC(=O)C1=C(C)N(CC)C(=S)NC1c1ccccc1OC(F)F (stereo not given),0,0.0,-4,7,-4,·,0.2,·
CSc1nc2ccc3nc(NC(=O)c4ccccc4)sc3c2s1,11,0.1,-105,-74,8,-3,-0.2,50*
CC/C=C(\NC(C)=O)c1ccccc1,4,-0.3,-12,-9,-4,-9,0.0,6

# The main list resumes, starting two compounds before the break.
SMILES,FN deposition inh,Xi reactivation,RAD52 anneal inh,EWS-Fli inh,S100A4 inh HTS,RAD54 branch,E-sel inducer,esBAF inh
COc1ccc(N(CC(=O)N/N=C/c2cccnc2)S(=O)(=O)c2ccccc2)c(OC)c1,·,0.0,-13,·,-4,-3,-0.4,-8
CCOC(=O)C1=C(C)N(CC)C(=S)NC1c1ccccc1OC(F)F (stereo not given),0,0.0,-4,7,-4,·,0.2,·
Cc1cc(C(=O)NC2CCCC2)c2ccccc2n1,3,0.1,-13,-13,2,-9,·,-5
CC1(C(=O)NS(=O)(=O)c2ccccc2)CCN1C(=O)Cc1cccs1 (stereo not given),-5,0.0,-4,3,-1,-4,·,-11
CCOC(=O)C1CCCN(CC(=O)c2ccc(F)cc2)C1 (stereo not given),0,0.3,-4,4,-3,-5,0.0,7
Cc1ccc(NC(=O)C2COc3ccccc3O2)cc1S(=O)(=O)N1CCCCC1 (stereo not given),·,0.4,-14,-10,-3,-8,-0.6,17
CC(C)NC(=O)C1(C)CCN1C(=O)C(c1ccccc1)c1ccccc1 (stereo not given),·,0.2,-8,-4,9,-11,-0.1,-1
O=c1[nH]c(C2CCN(S(=O)(=O)/C=C/c3ccccc3)CC2)nc2c1nnn2Cc1ccccc1,-7,0.0,3,13,1,3,1.2,0
O=C(Nc1ccc(O)cc1)/C(=C\c1ccncc1)NC(=O)c1ccccc1,5,0.0,-11,-4,1,-7,-0.6,2
O=C(CSc1ncccn1)Nc1ncc(C(F)(F)F)cc1Cl,-1,0.0,-12,4,70,10,1.8,-2
O=C(NCc1ccccn1)c1n[nH]c(=O)c2ccccc12,7,·,-70,-3,-1,-5,-0.3,·
O=C(CC1CC1)N1CC2(C1)[C@H](c1ccccc1)[C@H](CO)N2C(=O)C1CCOCC1,·,0.0,1,1,-25,·,-0.1,·
COc1ccc(NC(=O)N(C)C[C@H]2Oc3ncc(C#C[C@H](C)O)cc3C(=O)N([C@H](C)CO)C[C@H]2C)cc1,·,-0.1,4,-5,10,7,0.2,2
O=C(CSCc1ccc(Cl)cc1)NN=C1CCCC1,5,0.2,-3,0,1,·,0.7,·
O=C(NCC(c1ccco1)N1CCCCC1)c1ccc(S(=O)(=O)Nc2ccccc2)cc1 (stereo not given),-4,-0.1,-13,10,-12,·,-0.2,7
CN(C(=O)COC(=O)c1ccccc1NC(=O)c1ccco1)C1CCS(=O)(=O)C1 (stereo not given),-14,0.2,-8,-5,-1,·,·,·
CCOc1ccc(CNCc2ccc(C(=O)O)cc2)cc1OC,-3,0.0,2,-1,1,·,·,·
O=C(NCCc1ccccc1)C1CCC(CNS(=O)(=O)c2ccc(F)cc2)CC1 (stereo not given),8,0.1,-2,·,2,-3,·,16
O=c1ccc2c(-c3ccccc3S(=O)(=O)O)c3ccc(O)c(O)c3oc-2c1O,3,0.0,2,-4,-11,6,0.7,-43
Cc1sc2nc(SCC(=O)Nc3ccc(S(N)(=O)=O)cc3)[nH]c(=O)c2c1C,8,-0.1,-1,·,3,8,-1.0,·
CCOc1ccc(N=C2Sc3nc4ccc(C)cc4cc3CN2CCOC)cc1,8,0.1,-6,-6,5,·,2.5,54*
CC(=O)N1[C@@H]2c3ccc(-c4ccccc4F)c(=O)n3C[C@H]1[C@H](CO)[C@H]2C(=O)N1CCOCC1,·,0.0,-2,5,3,-2,-0.2,-1
O=C(NCC1CC1)Nc1cccc(Cl)c1,2,0.0,-5,-39,-4,7,0.0,34
NC(=O)C1(N2CCCCC2)CCN(C(=S)Nc2cccc(Cl)c2)CC1,12,0.1,1,-2,0,-2,-1.6,·
CCOc1ccc2nc(N(CCCN(C)C)C(=O)c3ccc4c(c3)CCCC4)sc2c1,2,0.2,49,14,-9,7,·,·
COC(=O)C1=C(C)N(CCc2c[nH]c3ccc(OC)cc23)C(=O)C1,7,0.0,-11,13,-12,·,2.6,·
COc1ccc(NC(=O)Nc2cccc3c2O[C@@H](CN(C)C(=O)Nc2ccc(C(F)(F)F)cc2)[C@H](C)CN([C@@H](C)CO)C3=O)cc1,·,-0.1,·,10,·,5,0.2,-1
C[C@H]1CN([C@@H](C)CO)C(=O)Cc2cc(NC(=O)NC3CCCCC3)ccc2O[C@H]1CN(C)C(=O)NC1CCCCC1,·,0.1,3,-6,-1,-2,0.6,3
COc1ccc(OC)c2sc(N(CCN(C)C)C(=O)/C=C/c3cccs3)nc12,-7,7.0,101*,·,0,90*,·,-56
O=C(CCc1nc(-c2ccccc2)no1)NCc1ccccc1CN1CCOCC1,0,0.1,-13,1,-4,-13,0.3,3
COC(=O)c1ccc(NC(=O)CSCc2ccccc2C)cc1,·,·,3,-13,-2,-6,·,3
O=C1C(=O)N(CCN2CCOCC2)C(c2ccccc2)/C1=C(\O)c1ccc2c(c1)OCCO2 (stereo not given),5,0.0,-4,·,-1,9,-0.5,7
CCC1NC(=O)c2cc(S(N)(=O)=O)c(Cl)cc2N1 (stereo not given),11,-0.1,-23,2,-1,6,-0.2,6
Cc1ccccc1CS(=O)(=O)c1ccc(C(=O)N2CCOCC2)cc1[N+](=O)[O-],3,0.1,-3,13,-10,-3,·,0
C[C@H](CO)N1C[C@H](C)[C@@H](CN(C)C(=O)Nc2cccc3ccccc23)Oc2c(NS(C)(=O)=O)cccc2C1=O,1,0.0,6,·,53,-9,0.0,-5
COc1ccc(S(=O)(=O)N2CCCC(C(=O)NCCCn3ccnc3)C2)cc1OC (stereo not given),3,0.0,-13,6,-3,-39,0.1,-2
O=C1CSC(c2ccccc2)N1Cc1ccccc1 (stereo not given),-5,0.0,-8,4,-2,2,·,5
Cc1ccccc1CNC(=O)C1CCCN(c2cnccn2)C1 (stereo not given),5,0.0,-6,-3,-1,-5,0.0,0
CCOC(=O)c1ccc(NC(=O)CC2S/C(=N/N=C3/NC(=O)CS3)NC2=O)cc1 (stereo not given),10,0.1,-12,6,-4,·,-1.7,·
Cn1cc(C(=O)NCC(=O)Nc2ccccc2Br)cn1,0,0.2,-5,-1,-11,-1,·,-8
Cc1ccc(Sc2ncccc2C(=O)O)cc1C,-13,-0.3,-5,8,4,·,·,·
N#CC(=C1C=C(Br)C(=NO)C=C1Cl)c1cccc2ccccc12,-6,0.1,-13,5,-3,10,0.3,4
CC(C)C(=O)Nc1ccc(-c2nnc(-c3ccccc3)o2)cc1,-2,0.0,-10,6,-3,5,-0.1,-7
CCOC(=O)Cn1nc2sc3ccccc3n2c(=O)c1=O,4,0.0,-8,10,-2,-9,0.2,·
COc1cccc(NC(=S)N(CCc2c(C)[nH]c3ccc(C)cc23)Cc2cccs2)c1,-4,0.4,-43,4,-7,-6,0.1,11
CC(=O)N1c2ccc(S(=O)(=O)NCC3CCC(C(=O)NCc4ccco4)CC3)cc2CC1C (stereo not given),4,0.0,-11,10,-4,12,-0.7,2
CO[C@H]1CC[C@H]2CCOc3ccc(C#N)cc3C(=O)N(C)C[C@@H](OC)[C@@H](C)C(=O)N(C)C[C@H]1O2,-2,0.0,-6,-1,1,10,0.0,-2
COC(=O)c1c(NC(=O)c2ccn(C)n2)sc2c1CCC2,1,0.2,-21,-70,9,1,·,10
COc1ccccc1Cn1c(C)c(C(=O)NCc2ccco2)sc1=O,9,0.0,-31,2,2,-10,·,16
O=C(C1CCCC1)N1CCCCN2[C@H](CO)[C@H](c3ccc(C#CC4(O)CCCC4)cc3)[C@@H]2C1,·,·,-1,2,3,8,·,·

# Source: PubChem (Broad Institute)
